RAD52 anneal inh = RAD52 (human) annealing inhibition; P43351; recombinant RAD52 DNA annealing, FRET fluorescence; inhibition, % at 18.7 µM; hit rate 0.46% among 360,000; AID 651710;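 active = every replicate showing at least 50% inhibition; inconclusive = mean inhibition at least 50% but not in every replicate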
ERAP1 inh = blocks human ERAP1 aminopeptidase activity; inhibition, % at 10.7 µM; Q9NZ08; hit rate 0.15% among 340,000; recombinant ERAP1, Leu-AMC fluorescence, 60 min;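 active = mean replicate inhibition of at least 30%, or all replicates individually reaching that 30% level; inactive = mean below 30% and not every replicate reaching it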;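 note: 0% = neutral control wells and 100% = L-leucinethiol positive control wells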
Xi reactivation = activators of X-chromosome reactivation in mouse fibroblasts | XiGFP mouse fibroblasts, % GFP-positive cells imaging, 3 d; cells co-treated with 5-aza-dC sensitizer; scaled so ellipticine positive control = 100% | hit rate 0.055% among 360,000 | activation, % at 7.58 µM | AID 743238;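 active = mean normalized replicate activation at least 10% and every replicate at or above 10%; inconclusive = only one of the two criteria met; inactive = mean below 10% and not all replicates reach 10%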;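 note: 0% = median of on-plate neutral control wells and 100% = ellipticine 6 µM median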
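System: SV40-immortalized XiGFP fibroblast cells, line 68-5-11 / Incubation: 3-day compound exposure, then 15 min fixation at room temperature / Compound: single concentration per compound, delivered by pin transfer / Buffer or medium: DMEM plus 5-aza-dC sensitizer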
S100A4 inh HTS = blocks human S100A4 binding to myosin IIA peptide | P26447 | S100A4/TAMRA-MyoIIA peptide fluorescence polarization | inhibition, % at 10.7 µM | hit rate 0.14% among 360,000 | AID 652163;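 active = mean inhibition of at least 70% across replicates, with every replicate also reaching that level; inconclusive = mean inhibition reaches 70% but some replicates fall short; inactive = mean inhibition below 70%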
Target sequence (P26447 whole entry, looked up): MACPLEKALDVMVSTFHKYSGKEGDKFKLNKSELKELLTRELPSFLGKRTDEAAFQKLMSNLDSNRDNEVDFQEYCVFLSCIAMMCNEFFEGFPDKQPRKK
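Material: S100A4 monomer (human). Medium: Calcium-containing HEPES buffer, pH 7.2. Probe or stimulus: labelled myosin peptide probe, 5 nM. Compound dosing: one concentration per compound. Timing: polarization read 5 min after assay mix addition, stable 5–60 min. Benchmarks: DMSO as neutral control, TFP as positive control.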
E-sel inducer = induces E-selectin expression in human endothelial cells | HUVEC E-selectin immunofluorescence imaging; normalized: neutral wells 0, TNF-alpha wells 100 | activation, % at 7.58 µM | P16581 | hit rate 0.37% among 260,000;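 active = mean E-selectin-positive cell signal at least 10% of the positive control, reached in at least 60% of replicates, without over 20% cell loss; inconclusive = no rule given, readout overlaps actives, possibly toxicity-flagged; inactive = the rest, including those meeting only one limit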;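 note: in these data hits start at about 27%; measured in HUVEC primary endothelial cells; signal is the percent of cells scored E-selectin positive by PE staining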
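Read-out: % PE-positive cells | Test system: HUVEC | Doses: One compound dose added by pin transfer | Buffer or medium: EGM-2 over gelatin coat | Signal: Immunofluorescence imaging | Benchmarks: TNF-alpha, DMSO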
esBAF inh = inhibitors of esBAF chromatin remodeling in mouse ES cells | reporter increase, % at 12.5 µM | hit rate 2% among 350,000 | Bmi1-luciferase knock-in reporter, 24 h; 100% = twice the neutral-well signal | AID 602393; in the data active = activation above about 40%; inconclusive = no clear call, values can overlap the other calls;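 note: 0% = median of the plate's neutral control wells and 100% = double that signal; a rise in the Bmi1 reporter signal indicates esBAF inhibition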
ERp5 block = blocks human ERp5 reductase activity on insulin | Q15084 | ERp5 insulin aggregation, absorbance 650 nm, 90 min | inhibition, % at 9.99 µM | hit rate 0.05% among 350,000;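 active = mean replicate inhibition above about 25%, with every replicate also reaching it, limit read from the data, passing the limit was not always enough; inconclusive = only one of those two criteria met; inactive = neither criterion met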
RAD54 branch = RAD54 (human) branch migration inhibition | inhibition, % at 10.4 µM | hit rate 0.14% among 360,000 | AID 602329 | Q92698 | RAD54 Holliday junction branch migration, FAM/BHQ fluorescence;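 active = mean normalized replicate activity at least 40 and at least half of replicates scoring 40 or more; inconclusive = only one of the two criteria met; inactive = mean below 40 and under half of replicates reaching 40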;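 note: 0% = median of neutral control wells and 100% = median of positive control wells; inhibitors cause a drop in the FAM fluorescence signal; in these data hits start at about 50%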
Target sequence (Q92698 whole entry, looked up): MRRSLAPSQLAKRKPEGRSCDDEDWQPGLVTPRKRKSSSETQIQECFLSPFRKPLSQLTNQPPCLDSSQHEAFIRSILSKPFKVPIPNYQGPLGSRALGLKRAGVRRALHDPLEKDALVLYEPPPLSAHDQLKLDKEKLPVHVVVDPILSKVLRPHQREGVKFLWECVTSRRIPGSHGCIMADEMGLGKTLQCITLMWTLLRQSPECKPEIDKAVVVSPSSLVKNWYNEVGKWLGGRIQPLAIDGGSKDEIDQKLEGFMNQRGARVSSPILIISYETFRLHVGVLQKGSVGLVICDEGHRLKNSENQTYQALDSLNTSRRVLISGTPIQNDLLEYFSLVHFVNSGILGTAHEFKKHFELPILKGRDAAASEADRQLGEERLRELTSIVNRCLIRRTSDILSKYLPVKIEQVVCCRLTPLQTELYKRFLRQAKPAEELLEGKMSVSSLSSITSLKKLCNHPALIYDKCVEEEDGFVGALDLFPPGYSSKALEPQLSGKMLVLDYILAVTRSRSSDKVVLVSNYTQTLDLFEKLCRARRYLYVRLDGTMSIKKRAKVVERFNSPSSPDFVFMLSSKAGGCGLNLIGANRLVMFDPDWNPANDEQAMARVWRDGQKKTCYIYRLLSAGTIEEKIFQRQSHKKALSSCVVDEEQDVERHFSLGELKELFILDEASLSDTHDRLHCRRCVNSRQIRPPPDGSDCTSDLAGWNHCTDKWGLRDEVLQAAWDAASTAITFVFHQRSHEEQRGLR
The depositor's hits bear a star; i = inactive; ? = inconclusive; . = not tested or not shown.

SMILES	RAD52 anneal inh	ERAP1 inh	Xi reactivation	S100A4 inh HTS	E-sel inducer	esBAF inh	ERp5 block	RAD54 branch
O=C(NCC[C@@H]1CC[C@@H](NS(=O)(=O)c2ccccc2)[C@H](CO)O1)c1ccc2c(c1)OCO2	-2	0	-0.1	15	-1.7	-2	-2	-8
CC(C)NC(=O)C1(C)CCN1C(=O)Cc1ccc(-c2ccccc2)cc1 (centres undefined)	-9	0	0.0	-2	0.6	4	-9	-12
COc1ccccc1Cc1nc(-c2ccncc2)no1	-4	0	0.0	0	.	.	-1	.
O=[N+]([O-])c1ccc2nc(-c3ccncc3)[nH]c2c1	-10	3	0.3	3	0.0	.	3	.
CC1(c2nnc(-c3cccc(Cl)c3)o2)CC(c2cccc([N+](=O)[O-])c2)=NO1 (centres undefined)	-16	1	0.1	0	-0.2	-5	8	3
N#Cc1c(-c2ccccc2)nc(SCC(=O)Nc2ccccc2F)[nH]c1=O	-14	2	0.1	-1	.	13	6	1
C[C@H](CO)N1C[C@H](C)[C@@H](CN(C)Cc2ccc(C(=O)Nc3ccccc3N)cc2)Oc2ccc(NC(=O)Cc3ccccc3)cc2C1=O	10	0	-0.1	-18	-1.5	-3	5	7
CC(C)NC(=O)Nc1ccc2c(c1)C(=O)N([C@H](C)CO)C[C@@H](C)[C@@H](CN(C)S(=O)(=O)c1ccc(Cl)cc1)OCCCC[C@@H](C)O2	-45	3	0.0	4	.	-3	0	-2
CSc1ccccc1NC(=O)COC(=O)CCC(=O)c1ccc(F)cc1	-9	-3	0.0	6	-0.1	8	1	.
CCn1cc(C(=O)N2CCc3ccccc3C2)c(=O)c2cc(S(=O)(=O)N3CCCCC3)ccc21	2	-3	-0.1	13	.	.	3	.
COc1ccccc1Cc1c(-c2ccc(OC)c(OC)c2)nc2ccc(C)cn12	-15	-2	0.0	3	0.0	2	0	6
O=C(O)c1ccc(N/N=C/c2cc(Br)cs2)cc1	-11	-25	0.2	-1	1.9	-4	-6	-13
COc1cccc(CN2CCC2(C)C(=O)Nc2ccc(Cl)c(Cl)c2)c1F (centres undefined)	3	21	0.0	1	0.2	-9	3	-1
CCOc1ccc(N/C=C/C(=O)c2ccccc2)c([N+](=O)[O-])c1	-9	4	0.2	1	0.0	.	-2	.
O=C(OCC(=O)N1N=C(c2ccc(Cl)cc2)CC1c1ccco1)c1cccnc1 (centres undefined)	-53	0	0.2	-5	3.6	10	2	3
NC(=O)c1sc2nc3c(c(-c4ccco4)c2c1N)CCC3	-15	4	.	2	.	-18	-7	-6
Cc1cccc(OCC(=O)N(Cc2nnc(-c3ccccc3Cl)o2)C2CC2)c1	-9	2	-0.1	-20	0.0	-6	-2	-9
O=C(NCC1CCCN(C(=O)c2cc(Cl)ccc2F)C1)c1ccc(F)cc1 (centres undefined)	4	3	0.0	-1	1.6	3	-3	-15
CC(=O)c1ccc(Nc2ccc([N+](=O)[O-])c3nonc23)cc1	11	0	-0.1	-2	.	25	16	-2
Cc1ccc(S(=O)(=O)N2CCOCC2)cc1C(=O)NCc1ccccc1CN1CCCC1	-27	6	0.1	-1	.	-6	-4	4
O=C(O)CN(c1ccccc1)S(=O)(=O)c1cc(C(F)(F)F)cc(C(F)(F)F)c1	-26	-1	0.0	-8	.	.	4	.
C[C@H](CO)N1C[C@H](C)[C@@H](CN(C)C(=O)Nc2cccc(Cl)c2Cl)OCc2ccccc2-c2ccccc2C1=O	17	-4	0.2	0	-0.2	.	-3	.
Cc1ccc(-c2csc(C3=C(O)CN(NC(=O)c4ccc([N+](=O)[O-])cc4)C3=N)n2)cc1	-9	4	0.0	-3	.	2	-3	0
CCCc1nnc(NC(=O)CCC(=O)Nc2ccc(Cl)cc2)s1	-8	-7	0.1	-2	.	-2	0	-8
CC(C)CCNC(=O)c1ccc2c(SCC(=O)O)c3c(nc2c1)CCC3	-3	-5	4.3	-4	0.1	1	-1	3
The results go on.
SMILES	RAD52 anneal inh	ERAP1 inh	Xi reactivation	S100A4 inh HTS	E-sel inducer	esBAF inh	ERp5 block	RAD54 branch
Cc1ccc(S(=O)(=O)Nc2ccc3c(c2)C(=O)N([C@H](C)CO)C[C@@H](C)[C@@H](CN(C)Cc2ccccc2)O3)cc1	-4	2	0.0	-1	0.1	-3	-8	2
O=C1c2oc3ccccc3c(=O)c2C(c2cccc(O)c2)N1CCCN1CCOCC1 (centres undefined)	-5	.	0.3	-2	0.8	-5	-3	0
COc1ccc(-c2nn(-c3ccccc3)cc2C(=O)n2nnc3ccccc32)cc1	3	0	.	1	.	.	3	-4
O=C1OCc2ccc(NC(=O)c3sccc3Cl)cc21	5	2	0.2	0	2.3	13	7	-2
O=C(Cn1cc2c(n1)CCCC2)N1CCc2ccccc21	-5	.	0.3	2	1.3	22	2	-2
COc1ccc(C(=O)NCc2nc3ccccc3[nH]2)cc1OC	-8	2	0.0	3	.	7	1	-15
CCC(=O)Nc1ccc(OCc2nc3ccccc3s2)cc1	-16	3	0.0	-1	0.0	.	1	.
O=C(NC[C@H]1CC[C@@H]2[C@@H](CN2C(=O)Cc2ccncc2)O1)C1CCOCC1	-4	1	.	26	.	.	-2	.
O=C(NCc1ccccc1C(F)(F)F)C1CC(O)CN1C(=O)Nc1ccccc1 (centres undefined)	-1	-3	0.1	3	0.0	-3	-2	10
O=C1/C(=C\c2cc(Cl)c(O)c(Cl)c2)SC(=S)N1Cc1ccccc1	i	0	0.7	-71	.	-60	1	-95
Cc1ccc2oc(C(=O)N(Cc3nccn3C)C(C)C)c(C)c2c1	-4	4	0.1	-2	.	8	-9	5
O=C(N[C@@H]1CC[C@H](CCNC(=O)C2CCOCC2)O[C@H]1CO)c1ccncc1	2	0	-0.6	3	-0.4	-3	-7	3
CCOC(=O)C(=Cc1ccc(N(C)C)cc1)C(=O)c1ccccc1	-128	7	0.6	3	-0.3	.	5	.
CC(C)CC#Cc1cnc2c(c1)C(=O)N([C@H](C)CO)C[C@H](C)[C@H](CN(C)C(=O)Nc1cc(F)ccc1F)O2	9	1	-0.3	0	0.0	-4	-4	-7
C[C@H](CO)N1C[C@H](C)[C@@H](CN(C)C(=O)Nc2ccc(F)cc2)Oc2ccc(NS(=O)(=O)c3cn(C)cn3)cc2CC1=O	1	0	0.0	6	-0.3	-2	-2	9
COc1cccc(C(=O)Nc2ccc(S(=O)(=O)Nc3nccc(C)n3)cc2)c1	-2	-1	0.0	32	.	.	5	.
CC1CCN(C(=O)COC(=O)/C=C/c2ccco2)CC1	-26	1	-0.1	-4	.	4	1	-12
COc1cc(C(=O)Nc2nc(C)cc(C)n2)cc(OC)c1OC	-9	4	0.0	-8	0.1	.	3	.
COCC(=O)N1[C@@H](C#N)[C@@H](c2ccc(C#CCC3CCCC3)cc2)[C@@H]1CO	8	1	-0.1	-6	-0.1	7	-3	-4
C=C(C)Cn1c2ccc(NC(=O)NCCc3ccccc3)cc2c(=O)n1C	-1	14	0.3	-3	0.0	-1	-2	-2
Cc1ccc(S(=O)(=O)Nc2cccc3c2O[C@@H](CN(C)S(C)(=O)=O)[C@@H](C)CN([C@H](C)CO)C3=O)cc1	10	2	0.3	-3	0.0	4	1	-10
O=C(NC1CCCCC1)NC1C2CC3CC(C2)CC1C3 (centres undefined)	-5	0	0.1	-2	-0.4	.	-1	1
COC(=O)c1cc2c(=O)c3ccccc3oc2nc1C	-6	-1	0.1	-2	.	?	1	-4
O=C(NCCC1=CCCCC1)c1cc(S(=O)(=O)N2CCCCC2)ccc1Cl	9	1	0.2	3	3.7	.	3	.
CC1CN(CC(=O)Nc2cc(S(=O)(=O)N3CCCC3)ccc2Cl)CC(C)O1 (centres undefined)	-6	-2	0.1	2	0.4	9	-1	.
Further entries follow.
SMILES	RAD52 anneal inh	ERAP1 inh	Xi reactivation	S100A4 inh HTS	E-sel inducer	esBAF inh	ERp5 block	RAD54 branch
CC(=O)C1CCC2C3CCC4CC(OC(=O)CCC(=O)O)CCC4(C)C3C(=O)CC12C (centres undefined)	-3	0	0.4	-5	0.2	-11	1	-18
COC(=O)c1cccc(C(=O)N2CCCC(C(=O)c3ccccc3OC)C2)c1 (centres undefined)	-13	-3	-0.1	1	0.0	0	-14	4
CCC1CN(C(=O)N2CCC(C(=O)NCc3ccccc3OC)CC2)c2cc(C)ccc2O1 (centres undefined)	-1	-2	0.3	-2	2.2	-1	7	-1
O=C(CSc1ccc2nnc(CCNC(=O)c3ccccc3)n2n1)Nc1ccccc1	-6	-3	-0.1	-2	.	5	-3	3
COCCn1c(SCC(=O)Nc2ccc(C)cc2C)nc2c(oc3ccccc32)c1=O	-11	-1	0.2	8	.	.	6	4
CCc1ccc2c(c1)C(=O)C(=O)N2CCS(=O)(=O)c1ccccc1	-21	0	0.0	0	1.2	-5	5	0
C[C@@H]1CN([C@H](C)CO)C(=O)c2cc(NS(=O)(=O)c3ccc(F)cc3)ccc2O[C@H]1CN(C)Cc1ccc(C(=O)Nc2ccccc2N)cc1	-15	-1	-0.1	6	.	.	-6	.
COc1ccc(CN(C)C[C@@H]2Oc3ccc(NS(=O)(=O)c4c(C)noc4C)cc3CC(=O)N([C@H](C)CO)C[C@@H]2C)cc1	13	4	0.0	0	-0.2	5	-4	.
Cn1cc(CCNC(=O)CC2C(=O)NCCN2Cc2cccc(Oc3ccccc3)c2)cn1 (centres undefined)	-30	-4	0.1	-4	.	.	0	.
O=C(Cn1ccc2ccccc2c1=O)NCCC(=O)N1CCN(c2ccccc2)CC1	-5	-7	-0.1	0	0.1	-1	2	0
COc1ccc(S(=O)(=O)N2CCCC2c2cccs2)cc1 (centres undefined)	4	3	0.2	-3	-0.2	0	2	.
O=C(CNC1CCCCC1)Nc1ccc(S(=O)(=O)N2CCCCC2)cc1	-4	2	0.3	-9	0.1	-7	-1	-6
CC(NC(=O)C1CCN(S(=O)(=O)c2cccc3nonc23)CC1)c1ccccc1 (centres undefined)	-22	1	0.0	0	.	-7	-3	-6
C/C(=N\O)C(=O)Nc1ccccc1	9	-1	-0.1	-3	0.0	.	-2	.
C/C=C/c1cnc2c(c1)C(=O)N([C@@H](C)CO)C[C@@H](C)[C@@H](CN(C)Cc1ccccc1F)O2	-1	.	0.0	29	-0.1	-6	-4	6
O=C(C[C@@H]1C[C@H]2c3cc(NC(=O)NC4CCCC4)ccc3O[C@H]2[C@@H](CO)O1)NCCN1CCCCC1	-3	0	0.0	-1	-0.1	10	-12	-8
CCc1ccc(OCC(=O)NC(NC(=S)Nc2ccccc2OC)C(Cl)(Cl)Cl)cc1 (centres undefined)	5	2	0.0	1	0.2	.	2	.
CCc1nnc(NS(=O)(=O)c2ccc(NC(=S)NC(=O)/C=C/c3ccc([N+](=O)[O-])cc3)cc2)s1	-11	2	0.5	-2	0.3	-6	8	-16
c1ccc2c(C3=NNC(=NC4CCCCC4)SC3)c[nH]c2c1	-4	1	0.2	-6	.	.	9	.

Screens as filed in PubChem BioAssay.
